# EPAC1 agonist = qHTS for Agonist of cAMP-regulated guanine nucleotide exchange factor 3 (EPAC1): primary screen; EPAC1 agonist qHTS, biochemical assay; response scale: 100% = response to 6.5 mM cAMP; Potency, µM (highest dose often 154 µM), for inactives: at the highest dose activation, most hits filed as activators; AID 720707, 2013; 360,000 tested, 0.073% active; Rap guanine nucleotide exchange factor 3 (Homo sapiens), O95398; further: potency means the concentration at half of the fitted maximal effect; nearly all actives have a fitted effect of over 60% in size
#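 EPAC1 100 nM, Rap1B–BODIPY-GDP 250 nM, unlabeled GDP 50 uM; compound titration; 5 min RT; kinetic read ex480/em540 at 5-min intervals ×30 min; data normalized to 6.5 mM cAMP agonist control.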
# EPAC1 antag = qHTS for Antagonist of cAMP-regulated guanine nucleotide exchange factor 3 (EPAC1): primary screen; AID 720709, 2013; EPAC1 GEF assay, Rap1b-BODIPY-GDP exchange fluorescence; Rap guanine nucleotide exchange factor 3 (Homo sapiens), O95398; 360,000 tested, 0.14% active; Potency, µM (highest dose often 115 µM), for the others: top-dose activity change, negative = inhibition, hits mostly inhibitors;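 further: potency means the concentration at half of the fitted maximal effect; plate controls were vehicle for no effect and positive control for full effect; nearly all actives have a fitted effect of over 50% in size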
# CCT modulator = High-Throughput Screening for Modulators of Cytosolic Chaperonin Activity. purified chaperonin ATPase assay, HTRF ADP detection, 30 min. activity change, % (test concentration not listed), hits read low. 360,000 tested, 0.3% active. AID 651819, 2012; in the data active means activity change below about -30%; further: on the % scale 0 is the no-effect control and ±100 the full control effect
#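 ATPase activity: ADP formed was measured by HTRF Transcreener (665/615 nm ratio) after 30 min at 37 deg C with 10 uM ATP. Compounds screened at one 76 uM concentration against 40 or 20 nM TRiC in Tris pH 7.4/KCl/MgCl2/DTT buffer.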
# WRN helicase inh = qHTS for Inhibitors of WRN Helicase | WRN helicase unwinding, fluorescent forked duplex, kinetic | Potency, µM (titrated, usually from 114 µM), inactives show top-dose activity change, negative = inhibition, usual class: inhibitors | 360,000 tested, 0.46% active | Bifunctional 3'-5' exonuclease/ATP-dependent helicase WRN (Homo sapiens), Q14191; further: potency means the concentration at half of the fitted maximal effect; on the % scale 0 is the no-effect control and ±100 the full control effect; nearly all actives have a fitted effect of over 55% in size
# Target sequence (Q14191 whole entry, looked up): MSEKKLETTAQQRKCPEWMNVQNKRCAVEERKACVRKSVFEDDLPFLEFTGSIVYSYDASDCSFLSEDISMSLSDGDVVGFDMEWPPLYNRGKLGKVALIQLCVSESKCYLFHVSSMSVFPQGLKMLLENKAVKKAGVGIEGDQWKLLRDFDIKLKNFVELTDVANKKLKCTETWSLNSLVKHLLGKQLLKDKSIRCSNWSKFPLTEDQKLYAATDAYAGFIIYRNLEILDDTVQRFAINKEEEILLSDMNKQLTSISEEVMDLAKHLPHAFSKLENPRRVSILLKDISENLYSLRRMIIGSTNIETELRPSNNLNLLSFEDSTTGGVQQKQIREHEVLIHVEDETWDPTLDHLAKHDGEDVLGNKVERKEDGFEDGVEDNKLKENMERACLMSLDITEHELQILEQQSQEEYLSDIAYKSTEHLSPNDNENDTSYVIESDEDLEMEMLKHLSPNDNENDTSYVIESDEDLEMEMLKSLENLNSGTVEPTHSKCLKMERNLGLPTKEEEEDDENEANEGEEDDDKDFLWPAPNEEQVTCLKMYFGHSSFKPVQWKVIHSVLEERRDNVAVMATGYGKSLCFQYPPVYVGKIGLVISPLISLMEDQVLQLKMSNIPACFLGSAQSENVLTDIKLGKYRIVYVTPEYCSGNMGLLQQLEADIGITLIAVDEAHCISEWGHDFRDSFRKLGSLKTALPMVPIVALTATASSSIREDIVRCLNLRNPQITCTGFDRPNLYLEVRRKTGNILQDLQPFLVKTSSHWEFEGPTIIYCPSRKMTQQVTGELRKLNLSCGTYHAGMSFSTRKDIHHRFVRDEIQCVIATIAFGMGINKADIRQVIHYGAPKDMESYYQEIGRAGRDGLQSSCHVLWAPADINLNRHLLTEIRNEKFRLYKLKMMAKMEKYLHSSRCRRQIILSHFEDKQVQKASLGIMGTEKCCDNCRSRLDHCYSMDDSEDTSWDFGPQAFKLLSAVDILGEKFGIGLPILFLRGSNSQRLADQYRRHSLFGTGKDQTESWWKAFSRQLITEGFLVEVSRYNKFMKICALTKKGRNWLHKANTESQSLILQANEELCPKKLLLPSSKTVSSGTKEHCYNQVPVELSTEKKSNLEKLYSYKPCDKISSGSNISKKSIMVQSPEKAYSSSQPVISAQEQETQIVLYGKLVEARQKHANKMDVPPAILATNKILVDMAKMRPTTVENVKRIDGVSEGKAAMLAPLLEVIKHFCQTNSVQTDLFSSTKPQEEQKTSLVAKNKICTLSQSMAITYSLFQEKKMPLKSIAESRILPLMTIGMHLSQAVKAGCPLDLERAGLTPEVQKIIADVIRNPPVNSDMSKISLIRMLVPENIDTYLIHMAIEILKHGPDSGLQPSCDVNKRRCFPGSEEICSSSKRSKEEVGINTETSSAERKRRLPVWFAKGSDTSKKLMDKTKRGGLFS
#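 Kinetic red-fluorescence monitoring (525/598 nm) tracks WRN helicase activity after 100 nM fluorophore-quencher forked duplex and 2 mM ATP are added to 20 nM enzyme pretreated 15 min at room temperature with compound.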
# PI5P4Ka inh = qHTS for Inhibitors of phosphatidylinositol 5-phosphate 4-kinase (PI5P4K) | Phosphatidylinositol 5-phosphate 4-kinase type-2 alpha (Homo sapiens), P48426 | PI5P4Kalpha enzyme, ADP-Glo luminescence, 60 min; hits give low values | 330,000 tested, 1.2% active | max response, % | AID 652105, 2013; active means max response of -50% or lower; inconclusive means between -30% and -50%; inactive means -30% or higher; further: value at the top dose of about 77 µM; on the % scale 0 is the no-effect control and ±100 the full control effect
#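 Enzyme plus substrate dispensed, test compounds pinned in, then ATP (5 microM final) added. After 60 min at RT, ADP-Glo reagent 1 for 45 min and reagent 2 for 30 min preceded luminescence imaging.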
# EPAC2 antag = qHTS for Antagonist of cAMP-regulated guanine nucleotide exchange factor 2 (EPAC2): primary screen; Potency, µM (top dose mostly 114 µM), inactives show at the top dose activity, negative = inhibition, most hits filed as inhibitors; EPAC2 GEF exchange of Rap1B-BODIPY-GDP, fluorescence; AID 720708, 2013; 360,000 tested, 0.18% active; Rap guanine nucleotide exchange factor 4 (Homo sapiens), Q8WZA2; further: potency means the concentration at half of the fitted maximal effect; on the % scale 0 is the no-effect control and ±100 the full control effect; nearly all actives have a fitted effect of over 45% in size; many of its hits are not listed in these tables
# MmCpn inh = Inhibitors of TCP-1 ring complex (TRiC) of Methanococcus maripaludis (MmCpn): qHTS; 330,000 tested, 0.031% active; Chaperonin Mm-Cpn (Methanococcus maripaludis); purified Mm-Cpn ATPase, ADP Transcreener TR-FRET; Potency, µM (doses to about 76.9 µM), without a hit: top-dose activity, negative = inhibition, actives largely listed as inhibitors; AID 504842, 2011; further: potency means the concentration at half of the fitted maximal effect; on the % scale 0 is the no-effect control and ±100 the full control effect; nearly all actives have a fitted effect of over 80% in size
#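 Reaction buffer contained 30 mM Tris pH 7.4, 100 mM KCl, 5 mM MgCl2 and 1 mM DTT. Mm-CPN (25 nM final) hydrolysed 10 uM ATP over 30 min at 37°C; ADP was read by HTRF.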
# PLK1 PBD block = qHTS for Inhibitors of PLK1-PDB (polo-like kinase 1 - polo-box domain): Primary Screen | Serine/threonine-protein kinase PLK1 (Homo sapiens), P53350 | Plk1 PBD binding of FITC phosphopeptide, fluorescence polarization | Potency, µM, for inactives: max response, negative = inhibition, usual class: inhibitors | 360,000 tested, 2.8% active | AID 720504, 2013; further: potency means the concentration at half of the fitted maximal effect; series mostly up to about 57 µM; on the % scale 0 is the no-effect control and ±100 the full control effect; nearly all actives have a fitted effect of over 65% in size
# Numbers without * were called inactive; u = inconclusive; x = not tested or not shown; [ ] = dose if it differs, or a comment. Unless noted, the call rests on the fitted dose curve; in most records, active means well fitted curve in the direction sought with a large enough effect; inconclusive means small, poorly fitted or top-dose-only effect, or another doubt; inactive means no such curve, though single readings can be large; an effect the other way counts as inactive or inconclusive.
# Results follow in this order: EPAC1 antag, EPAC1 agonist, PI5P4Ka inh, PLK1 PBD block, EPAC2 antag, CCT modulator, WRN helicase inh, MmCpn inh
O=C(CSc1nnc(NC(=O)c2cccc(F)c2)s1)NCC1CCCO1 (configuration not stated)
    -10%, -10%, -7, 0%, 11%, -0.2, -7%, -5%
CCc1ccc(C2CC(=O)N(c3cccc(F)c3)C3=C2C(=O)OC3)cc1 (configuration not stated)
    -10%, -9%, 0, -4%, -7%, 1.3, -2%, -10%
Cc1ccc(C)c(-n2c(SCC(=O)Nc3nnc(C)s3)nnc2-c2ccoc2C)c1
    2%, 9%, 0, -6%, 3%, -1.2, -8%, 1%
CC(=O)[C@@H]1[C@@H]2C(=O)N(c3ccccc3F)C(=O)[C@@H]2[C@H]2c3ccccc3C=NN12
    -3%, 8%, -9, -9%, 2%, -0.4, u, -2%
CCN(CC)S(=O)(=O)c1ccc(NC=C(C#N)C#N)cc1
    4%, 8%, -1, -16%, -5%, -2.7, -3%, 1%
COc1ccc(C(=O)NCC(=O)NCc2cc(=O)n(C)c(=O)n2C)cc1
    -23%, 5%, 1, -17%, 1%, -1.4, 6%, 0%
O=c1c2ccccc2sn1-c1ccc(S(=O)(=O)N2CCCCC2)cc1
    5%, 4%, x, 1.3µM*, -1%, -7.6, -7%, x
CN(CC(=O)NCc1ccc(Cl)cc1)S(=O)(=O)c1cccs1
    17%, 8%, -5, u, -7%, 0.8, -3%, 2%
C[C@@H]1CN([C@@H](C)CO)C(=O)CCCn2nncc2CO[C@H]1CN(C)C(=O)Nc1ccnc(N2CCOCC2)c1
    -20%, 9%, 1, -5%, 2%, -0.1, -3%, x
CCCCNC(=O)c1c(N)[nH]c(C(=O)c2ccccc2)c1-c1ccc(Cl)cc1
    3%, 3%, -4, -8%, 5%, -1.2, 4%, x
COc1ccc(C(C)=O)cc1CSCC(=O)O
    0%, 8%, 9, -9%, -12%, -2.9, 1%, -3%
CC1CCCC(C)N1C(=O)CSCc1ccc(Cl)cc1 (configuration not stated)
    -20%, 3%, x, -12%, -7%, -2.9, -7%, -3%
Cc1nc2c(sc(=S)n2Cc2ccco2)c(=O)n1CC(=O)Nc1ccc(F)cc1
    -4%, -10%, 1, 1%, -12%, -4.1, -1%, 0%
COC(=O)N/N=C/c1ccccc1
    -12%, 15%, 3, -1%, -2%, 1.0, -2%, -2%
COC(=O)c1ccc(NC(=O)COC(=O)C2CCC2)cc1
    -1%, 2%, -1, -1%, -7%, 0.3, -8%, 2%
CCOC(=O)c1cc(CC)sc1NC(=O)c1ccc2c(c1)OCCO2
    -11%, -8%, 1, 21µM*, 3%, 2.8, -8%, -19%
O=C(c1cn(-c2ccccc2)nc1-c1ccncc1)N1CCCCC1
    8%, -3%, -4, -1%, 5%, -0.9, 7%, -1%
COCCNC(=O)c1cc(-c2ccccc2)nn1CC1CC(c2cccc([N+](=O)[O-])c2)=NO1 (configuration not stated)
    3%, 3%, 6, -12%, 8%, -0.8, 7%, x
CC(=O)c1nc(N2C(=O)CC(Cc3cc(C)cc(C)c3)C2=O)sc1C (configuration not stated)
    -6%, -4%, -11, -13%, -14%, -1.5, u, -19%
Cc1ccc(CN2CCSCC2)cc1
    -27%, -6%, 0, -4%, 1%, -1.3, 1%, 0%
O=C(Cn1nnc(-c2ccc(N3CCOCC3)cc2)n1)N1CCOCC1
    5%, 13%, -1, -3%, -4%, 1.1, -5%, 1%
CN(C)S(=O)(=O)c1cccc(C(=O)N=C2N=C3C=CC(Cl)=CN3Cc3ccccc32)c1
    -15%, -2%, 1, -1%, 0%, -0.5, -8%, -1%
CN(C)CCNC(=O)C(=O)Nc1cc2c3c(c1)CCC(=O)N3CCC2
    5%, -12%, 0, 3%, -2%, 0.8, 0%, 1%
CC(NC(=O)c1ccc(F)cc1)c1ccc(F)cc1 (configuration not stated)
    -5%, -4%, -7, 0%, 8%, -3.0, 7%, 2%
Cc1[nH]nc(SCC(=O)N2CCC(C)CC2)c1[N+](=O)[O-]
    9%, 4%, -6, -8%, -2%, -1.3, -15%, 2%
COC(=O)c1ccc(-c2nc(-c3cccs3)no2)cc1
    -1%, -21%, -4, -3%, 7%, -0.5, 5%, -3%
Nc1nc(Cn2nnc(-c3ccccc3Cl)n2)nc(N2CCOCC2)n1
    9%, 4%, 0, 2%, 9%[57.1 µM], -1.0, -11%, -1%
CCOC(=O)N1CCN(C(=O)C2CCC(CNS(=O)(=O)c3ccccc3)CC2)CC1 (configuration not stated)
    -3%, 1%, 2, -1%, 2%, -2.5, 6%, -1%
COc1ccc(C(c2nnnn2CC2CCCO2)N2CCN(c3ccccc3)CC2)cc1 (configuration not stated)
    -2%, 3%, 0, 5%, 0%, -1.7, -26%, 0%
Cc1ccc2c(c1)N(CCC(=O)NCc1cccnc1)C(=O)CO2
    -1%, 0%, 2, -5%, 6%, -1.7, -1%, 2%
O=C(O)CNC(=O)C1(N2C(=O)c3ccccc3C2=O)CCCC1
    2%, -2%, -4, 2%, 13%, 1.3, 3%, x
O=C(O)C1C2C=CC(C2)C1C(=O)Nc1ccc(Cl)c(Cl)c1 (configuration not stated)
    3%, 1%, 0, -1%, -1%, 2.4, 3%, -1%
Clc1ccc(C2=NNC(=NCC3CCCO3)SC2)cc1 (configuration not stated)
    -10%, 4%, -11, u, 0%, 1.0, -9%, 0%
Cc1cc(C(=O)OCC(=O)Nc2ccc(S(N)(=O)=O)cc2)c2ccccc2n1
    5%, -6%, 3, -10%, 3%, -4.5, 0%, -1%
COc1ccc(CCNS(=O)(=O)c2c(C)nc3scc(C)n3c2=O)cc1OC
    9%, 0%, -4, -5%, u, 0.2, -2%, 3%
CCOC(=O)C1CCCc2c1[nH]c1c(C(N)=O)cccc21 (configuration not stated)
    -1%, -9%, 60, -27%, 10%, 0.1, 7%, 1%
CCCn1c(N)c(N(CCOC)C(=O)c2cc(Cl)nc3ccccc23)c(=O)[nH]c1=O
    3%, -5%, -5, -2%, 8%, -0.2, 0%, 0%
CCCc1cc(C(=O)NC2CCCC2)no1
    -12%, 0%, -6, -7%, 17%, -0.5, -1%, -1%
O=C(COC(=O)c1cnccn1)Nc1ncc(Cl)cc1Cl
    -10%, -8%, u, -29%, 14%, -0.1, u, -4%
O=C(Nc1ccc2c(c1)OCCO2)C1CCN(S(=O)(=O)c2cccs2)CC1
    -1%, 7%, x, 0%, 2%, -0.9, -2%, 2%
CCCCN(CC)Cc1ccc(CNC(=S)Nc2c(C)cc(C)cc2C)o1
    4%, 7%, 1, 13µM*, 7%, -0.2, -5%, -1%
O=C(O)c1ccc(Cn2nnc3sc4c(c3c2=O)CCCC4)cc1
    -9%, 2%, -12, -11%, -9%, 0.0, -3%[11.6 µM], 0%
CCN(CC)CCNC(=O)c1ccc(NC2=NC3CS(=O)(=O)CC3S2)cc1 (configuration not stated)
    -5%, 0%, -1, 6%, -1%, 1.0, -5%, 2%
Cc1cc(C(=O)OCC(=O)Nc2c(Cl)cccc2Cl)c(C)o1
    -4%, -1%, -1, -12%, -1%, -1.1, -1%, 0%
CC(=O)c1ccc(N2CCN(C(=O)c3ccc(Cl)c(NC4=NC5CS(=O)(=O)CC5S4)c3)CC2)cc1 (configuration not stated)
    -5%, -7%, -1, -14%, 5%, -2.5, 1%, 1%
Cc1ccnc(NC(=O)c2cccc3ccccc23)c1
    -7%, -4%, -2, -8%, 0%, 1.2, 2%, -4%
CC1CCCCC1NC(=O)COC(=O)COc1ccccc1Cl (configuration not stated)
    -2%, -9%, 4, 1%, 25%, 2.2, -3%, 2%
CC(=O)N1c2c(cc(Br)cc2S(=O)(=O)NCc2ccc3c(c2)OCO3)CC1C (configuration not stated)
    12%, -1%, 0, 2%, 1%, 1.6, 7%, 0%
CNC[C@@H]1OCc2ccccc2-c2c(n(C)c3ccccc23)C(=O)N([C@H](C)CO)C[C@@H]1C
    6%, -19%, -2, -12%, -5%, -2.7, -6%, x
CN1CCc2c(sc(/N=C/c3c[nH]c4ccccc34)c2C#N)C1
    -18%, 3%, -15, -11%, -10%, -3.1, -17%, -7%

# Additional compounds.
# Results follow in this order: EPAC1 antag, EPAC1 agonist, PI5P4Ka inh, PLK1 PBD block, EPAC2 antag, CCT modulator, WRN helicase inh, MmCpn inh
C[C@H](CO)N1C[C@H](C)[C@@H](CN(C)Cc2ccc(C(=O)O)cc2)Oc2c(NC(=O)c3ccncc3)cccc2C1=O
    -25%, -9%, 2, -11%, -5%, 0.5, 0%, 0%
CCOC(=O)c1cc(-c2ccccc2)n(CC(=O)O)c1C
    7%, -5%, 2, -2%, 17%, 0.2, -1%, 0%
O=S(=O)(c1ccc(Cl)cc1)c1nc(-c2ccco2)oc1N1CCCCC1
    14%, 1%, 1, 3%, 5%, 2.0, -16%, 2%
Cc1c(C(N)=O)sc2ncn(CC(=O)N3CCC(C)CC3)c(=O)c12
    -14%, 0%, x, -2%, 1%, 1.9, 5%, 0%
COc1ccc(C2SCCN2C(=O)c2ccc([N+](=O)[O-])cc2)cc1 (configuration not stated)
    4%, 3%, -1, -17%, -5%, -1.4, -3%, -2%
O=C(c1cc(-c2ccccc2)nn1CC1CC(c2cccnc2)=NO1)N1CCOCC1 (configuration not stated)
    -17%, -10%, -4, 3%, -8%, 2.2, 4%, x
COc1cc(CNCCCCO)ccc1OCc1ccccc1F
    7%, -6%, -5, -6%, 11%, 1.4, 6%, -2%
Oc1[nH]c2ccc(Br)cc2c1N=Nc1ccc(C(F)(F)F)cn1
    -21%, -5%, 21, -15%, -9%, 3.3, -2%[11.6 µM], 1%
Cc1cc(C)nc(SCC(=O)N/N=C\c2sccc2C)n1
    7%, 0%, x, 1%, 1%, 0.1, -3%, 3%
Cc1cc(C)nc(NC(=O)c2ccc(C)c(C)c2)n1
    1%, 17%, 5, -4%, -4%, -3.0, -9%, 0%

# Some of the compounds tested (hit frequency here may not be typical).
